Pf growth 96h – P. falciparum growth inhibition at 96 hours | P. falciparum luciferase reporter growth, 96 h | Potency, µM (highest dose often 28.7 µM), inactives show at the top dose activity change, negative = inhibition, most hits filed as inhibitors | actives 6.9% (n = 320,000); note: potency is the fitted concentration of half-maximal effect; % is set by controls: 0 for no effect and ±100 for the full control effect
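P. falciparum expressing integrated firefly luciferase, in erythrocytes at 2% hematocrit, 0.05% parasitemia, incubated with compounds 96 h at 37 C, 5% CO2. Growth inhibition read as loss of luminescence; two-generation exposure targets delayed-death apicoplast inhibitors.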
TbPYK inhibitor – inhibitors of Trypanosoma brucei pyruvate kinase; Q57TT1; TbPYK enzyme, Kinase-Glo Plus ATP luminescence, 45 min; Potency, µM (series often up to 76.8 µM), inactives show at the highest dose activity, negative = inhibition, hits mostly inhibitors; actives 0.12% (n = 410,000); AID 624173; note: potency is the fitted concentration of half-maximal effect; % is set by controls: 0 for no effect and ±100 for the full control effect; nearly all actives have a fitted effect of over 50% in size
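Assay buffer: 50 mM TEA pH 7.2, 100 mM KCl, 10 mM MgCl2, 0.05% BSA, 0.01% Tween-20. Pyruvate kinase from T. brucei plus substrate met compound, then ADP (130 uM final). Luminescence was read post 45 min RT.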
Cycloheximide cs – affects cycloheximide protein synthesis inhibition readout, counter-screen; cell reporter, cycloheximide protein synthesis inhibition counterscreen; max response, %; actives 12% (n = 300,000); in the data active = max response mostly above about 13%, no sharp cut-off; inactive = mostly below about 14%; note: read at 38.3 µM for the half of the compounds with a filed dose; 0% is about no effect
LmPK inh – inhibitors of Leishmania mexicana pyruvate kinase | actives 0.37% (n = 290,000) | purified LmPK, Kinase-Glo ATP luminescence, 1 h | Potency, µM (top dose mostly 57.5 µM), for inactives: at the highest dose activity change, negative = inhibition, hits mostly inhibitors | Q27686; note: potency is the fitted concentration of half-maximal effect; % is set by controls: 0 for no effect and ±100 for the full control effect
Target sequence (Q27686 whole entry, looked up): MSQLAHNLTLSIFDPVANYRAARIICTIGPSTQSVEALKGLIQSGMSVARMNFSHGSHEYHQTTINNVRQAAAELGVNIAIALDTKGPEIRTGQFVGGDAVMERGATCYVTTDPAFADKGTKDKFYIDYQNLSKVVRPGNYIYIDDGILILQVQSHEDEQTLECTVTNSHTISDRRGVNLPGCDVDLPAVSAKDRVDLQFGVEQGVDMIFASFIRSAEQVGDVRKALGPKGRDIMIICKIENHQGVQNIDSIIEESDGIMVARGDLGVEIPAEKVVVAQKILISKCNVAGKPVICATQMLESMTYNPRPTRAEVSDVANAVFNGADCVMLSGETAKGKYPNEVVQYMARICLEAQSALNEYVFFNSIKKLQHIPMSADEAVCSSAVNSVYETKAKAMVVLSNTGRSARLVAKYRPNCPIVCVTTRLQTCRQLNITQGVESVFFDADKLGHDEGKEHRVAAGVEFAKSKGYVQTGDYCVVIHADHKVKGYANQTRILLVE
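ATP generated from ADP (0.1 mM) and PEP (0.5 mM) by 0.1 nM LmPK over 1 h at room temperature (pH 7.2 imidazole buffer) was detected by coupled luciferase luminescence. Values were normalized to uninhibited and no-enzyme wells.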
Pf growth 48h – inhibits P. falciparum growth in the first generation, 48 h; Potency, µM (top dose mostly 28.7 µM), without a hit: at the top dose activity change, negative = inhibition, most hits filed as inhibitors; actives 5.9% (n = 310,000); P. falciparum luciferase growth in erythrocytes, 48 h; note: potency is the fitted concentration of half-maximal effect; % is set by controls: 0 for no effect and ±100 for the full control effect
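First compound was added to culture medium, then infected red cells at 0.1% parasitemia and 2% hematocrit (final). After incubation at 37 C under 5% CO2, luciferase detection reagent was dispensed and light output recorded.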
Shiga toxin inh – Shiga toxin inhibition. AID 2315. inhibition, % at 38.7 µM. Vero cells, Shiga toxin protein synthesis inhibition reporter. actives 9.2% (n = 290,000); in the data active = inhibition mostly above about 28%, no sharp cut-off; inactive = mostly below about 43%; note: 0% is about no effect
HCV inhibitor – inhibitors of hepatitis C virus infection | Huh7.5.1 HCVcc-Cre infection, luciferase reporter, 44 h | Potency, µM (highest dose often 41.8 µM), without a hit: top-dose activity change, negative = inhibition, usual class: inhibitors | actives 3.4% (n = 340,000); note: potency is the fitted concentration of half-maximal effect; % is set by controls: 0 for no effect and ±100 for the full control effect
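Seed cells (1,000/well) for 4 h; treat with compound and infect with HCVcc-Cre, moi about 0.5. Incubate 44 h, then detect luciferase activity.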
* hit, by the source's call; [ ] = another dose, or the depositor's remark. Unless noted, calls come from the whole dose curve; as a rule, active = well fitted curve in the direction sought with a large enough effect; inconclusive = small, poorly fitted or top-dose-only effect, or another doubt; inactive = no such curve, though single readings can be large; an effect the other way counts as inactive or inconclusive.

Results for O=C(Cc1ccc(Cl)cc1)Nc1ccc(Br)cc1 ?
Pf growth 96h: -19%; TbPYK inhibitor: 3%; Cycloheximide cs: 30*; LmPK inh: -3%; Pf growth 48h: -7%; Shiga toxin inh: 74*; HCV inhibitor: -17%

What do the screens show for `O=C(CCSc1ccc(Cl)cc1)c1cccs1`?
Pf growth 96h: 0%; TbPYK inhibitor: 1%; Cycloheximide cs: 12*; LmPK inh: 0%; Pf growth 48h: 14%; Shiga toxin inh: 24; HCV inhibitor: -7%

Results for NC(=O)c1oc2ccccc2c1NC(=O)C1COc2ccccc2O1 (stereo unspecified) ?
Pf growth 96h: 52%[activator]; TbPYK inhibitor: -1%; Cycloheximide cs: 0; LmPK inh: -3%; Pf growth 48h: 17%; Shiga toxin inh: 24; HCV inhibitor: -6%

What do the screens show for `CC(=O)NC(CC(=O)NC12CC3CC(CC(C3)C1)C2)c1ccccc1` (stereo unspecified)?
Pf growth 96h: inconclusive; TbPYK inhibitor: -5%; Cycloheximide cs: -3; LmPK inh: -1%; Pf growth 48h: -3%; Shiga toxin inh: 1; HCV inhibitor: inconclusive

What do the screens show for `CCCCCCC(=O)c1c(C)[nH]c(C(=O)OCC)c1C`?
Pf growth 96h: -15%; TbPYK inhibitor: 12%; Cycloheximide cs: 30*; LmPK inh: -8%; Pf growth 48h: inconclusive; Shiga toxin inh: 81*; HCV inhibitor: inconclusive

Results for O=[N+]([O-])c1nn(-c2ccc3c(c2)OCCO3)n(O)c1=NCc1ccc(F)cc1Cl ?
Pf growth 96h: 18%; TbPYK inhibitor: 3%; Cycloheximide cs: 50*; LmPK inh: 0%; Pf growth 48h: 339%[activator]; Shiga toxin inh: 131*; HCV inhibitor: 23%

How did CC1CCCC(NC(=O)CCC(=O)c2ccc(F)cc2)C1C (stereo unspecified) do in these assays?
Pf growth 96h: inconclusive; TbPYK inhibitor: -3%; Cycloheximide cs: 9; LmPK inh: 3%; Pf growth 48h: inconclusive; Shiga toxin inh: 4; HCV inhibitor: -2%

How did CC1(C)CC(=O)C(N=Nc2ccc(Br)cc2)=C(O)C1 do in these assays?
Pf growth 96h: 7%; TbPYK inhibitor: -1%; Cycloheximide cs: 5; LmPK inh: 2%; Pf growth 48h: 14%; Shiga toxin inh: 16; HCV inhibitor: -21%

How did NC(=O)COC(=O)[C@@H]1CC(O)CN1S(=O)(=O)c1ccc2c(c1)OCCO2 (stereo partly specified) do in these assays?
Pf growth 96h: 8%; TbPYK inhibitor: -1%; Cycloheximide cs: 6; LmPK inh: 5%; Pf growth 48h: 31%[activator]; Shiga toxin inh: 21; HCV inhibitor: 17%

How did C=CCc1c(C)nc(SC)nc1Nc1ccc(C(C)=O)cc1 do in these assays?
Pf growth 96h: inconclusive; TbPYK inhibitor: inconclusive; Cycloheximide cs: 46*; LmPK inh: -4%; Pf growth 48h: inconclusive; Shiga toxin inh: 82*; HCV inhibitor: inconclusive

What do the screens show for `Cc1ccc2nc(-c3ccc(NC(=O)CSc4nccc(=O)[nH]4)cc3)sc2c1`?
Pf growth 96h: 87%[activator]; TbPYK inhibitor: -2%; Cycloheximide cs: 37*; LmPK inh: -2%; Pf growth 48h: 70%[activator]; Shiga toxin inh: 117*; HCV inhibitor: 8%

How did COc1ccc(COC(=O)c2ccc(Br)c(S(=O)(=O)N3CCOCC3)c2)cc1F do in these assays?
Pf growth 96h: inconclusive; TbPYK inhibitor: 9%; Pf growth 48h: 3.3µM*; HCV inhibitor: inconclusive

What do the screens show for `CCCCC(CC(C)O)c1n[nH]c(=S)n1-c1ccccc1` (stereo unspecified)?
Pf growth 96h: 34%[activator]; TbPYK inhibitor: inconclusive; Cycloheximide cs: -4; LmPK inh: inconclusive; Pf growth 48h: 11%; Shiga toxin inh: -12; HCV inhibitor: 5%

What do the screens show for `COc1cccc(C(=O)Nc2cc(NC(=O)c3ccco3)ccc2OC)c1`?
Pf growth 96h: -5%; TbPYK inhibitor: 3%; Cycloheximide cs: -3; LmPK inh: 1%; Pf growth 48h: -22%; Shiga toxin inh: -9; HCV inhibitor: inconclusive

How did CCNC(=O)/C(=C/c1cccc([N+](=O)[O-])c1)NC(=O)c1ccc(C)cc1 do in these assays?
Pf growth 96h: 149%[activator]; TbPYK inhibitor: -6%; Cycloheximide cs: -7; LmPK inh: 1%; Pf growth 48h: -13%; Shiga toxin inh: 3; HCV inhibitor: 19%

The last three records of the section before are carried over, then new ones follow:
What do the screens show for `CCCCC(CC(C)O)c1n[nH]c(=S)n1-c1ccccc1` (stereo unspecified)?
Pf growth 96h: 34%[activator]; TbPYK inhibitor: inconclusive; Cycloheximide cs: -4; LmPK inh: inconclusive; Pf growth 48h: 11%; Shiga toxin inh: -12; HCV inhibitor: 5%

What do the screens show for `COc1cccc(C(=O)Nc2cc(NC(=O)c3ccco3)ccc2OC)c1`?
Pf growth 96h: -5%; TbPYK inhibitor: 3%; Cycloheximide cs: -3; LmPK inh: 1%; Pf growth 48h: -22%; Shiga toxin inh: -9; HCV inhibitor: inconclusive

How did CCNC(=O)/C(=C/c1cccc([N+](=O)[O-])c1)NC(=O)c1ccc(C)cc1 do in these assays?
Pf growth 96h: 149%[activator]; TbPYK inhibitor: -6%; Cycloheximide cs: -7; LmPK inh: 1%; Pf growth 48h: -13%; Shiga toxin inh: 3; HCV inhibitor: 19%

What do the screens show for `CCOC(=O)N1CCN(C(=O)C2CCN(S(=O)(=O)N3CCC4(CC3)OCCO4)CC2)CC1`?
Pf growth 96h: -10%; TbPYK inhibitor: 8%; Cycloheximide cs: -3; LmPK inh: 5%; Pf growth 48h: 5%; Shiga toxin inh: 5; HCV inhibitor: 25%

What do the screens show for `CCOC(=O)CSc1nnc(CNc2nc(-c3ccccc3)cs2)n1C`?
Pf growth 96h: 0%; TbPYK inhibitor: -13%; Cycloheximide cs: -1; LmPK inh: 8%; Pf growth 48h: inconclusive; Shiga toxin inh: 10; HCV inhibitor: 5%

Results for COc1ccc(CCNC(=O)C2CC(c3ccc([N+](=O)[O-])cc3)=NO2)cc1 (stereo unspecified) ?
Pf growth 96h: 7%; TbPYK inhibitor: 5%; Cycloheximide cs: 33*; LmPK inh: -2%; Pf growth 48h: 7%; Shiga toxin inh: 43*; HCV inhibitor: inconclusive

What do the screens show for `CCOC(=O)c1c(C)[nH]c(C(=O)OCC(=O)Nc2ccccc2)c1C`?
Pf growth 96h: inconclusive; TbPYK inhibitor: 5%; Pf growth 48h: -8%; HCV inhibitor: inconclusive

What do the screens show for `Cc1ccc(S(=O)(=O)NNC2CC(=O)N(c3ccc(Br)cc3)C2=O)cc1` (stereo unspecified)?
Pf growth 96h: 52%[activator]; TbPYK inhibitor: -6%; Cycloheximide cs: -5; LmPK inh: -1%; Pf growth 48h: 11%; Shiga toxin inh: 3; HCV inhibitor: 8%

How did c1ccc(Cn2cc(CNc3ccccc3)nn2)cc1 do in these assays?
Pf growth 96h: 15%; TbPYK inhibitor: -5%; Cycloheximide cs: 20; LmPK inh: -1%; Pf growth 48h: 0%; Shiga toxin inh: 24; HCV inhibitor: 16%

How did Cc1ccc(/C=C2\SC(=S)N(Cc3ccccc3)C2=O)o1 do in these assays?
Pf growth 96h: 0%; TbPYK inhibitor: -7%; Cycloheximide cs: 7; LmPK inh: 5%; Pf growth 48h: inconclusive; Shiga toxin inh: -11; HCV inhibitor: inconclusive

Results for NC(=NC(=O)c1ccc(OC(F)(F)F)cc1)c1ccc(C(F)(F)F)cn1 ?
Pf growth 96h: 27%; TbPYK inhibitor: -4%; Cycloheximide cs: -4; LmPK inh: -4%; Pf growth 48h: inconclusive; Shiga toxin inh: -14; HCV inhibitor: 9%

Results for COC(C(=O)Nc1ccnn1C1CCN(Cc2ccc(C)s2)CC1)c1ccccc1 (stereo unspecified) ?
Pf growth 96h: 64%[activator]; TbPYK inhibitor: -4%; Cycloheximide cs: -1; LmPK inh: 3%; Pf growth 48h: 20%; Shiga toxin inh: -2; HCV inhibitor: 5%

Results for COc1ccc(-c2nc(NC(=O)CSCCO)sc2C)cc1 ?
Pf growth 96h: inconclusive; TbPYK inhibitor: 3%; Cycloheximide cs: 24; LmPK inh: -4%; Pf growth 48h: -6%; Shiga toxin inh: 70*; HCV inhibitor: 19%

Results for CCOC(=O)C1=CC[C@H]2c3c(c4ccccc4n3C)C(=O)C1N2S(=O)(=O)c1ccc(C)cc1 ?
Pf growth 96h: inconclusive; TbPYK inhibitor: -1%; Pf growth 48h: inconclusive; HCV inhibitor: 14%

How did C=CCOc1c(Br)cc(/C=C2/NC(=S)N(C(C)=O)C2=O)cc1OC do in these assays?
Pf growth 96h: 206%[activator]; TbPYK inhibitor: -12%; Cycloheximide cs: 21; LmPK inh: -14%; Pf growth 48h: 6%; Shiga toxin inh: 22; HCV inhibitor: 1%

What do the screens show for `CCC1=C(OC(=O)N(CC)CC)N2C(=O)OC(=NCC(=O)OC)[C@]2(Cc2ccccc2)[C@H]2C1=CC[C@H]1C(=O)N(C)C(=O)[C@H]12`?
Pf growth 96h: inconclusive; TbPYK inhibitor: 2%; Cycloheximide cs: 1; LmPK inh: 8%; Pf growth 48h: inconclusive; Shiga toxin inh: -9; HCV inhibitor: 2%

Results for O=C(COC(=O)Cn1cnc2ccccc21)Nc1cc(S(=O)(=O)N2CCOCC2)ccc1Cl ?
Pf growth 96h: 2%; TbPYK inhibitor: -6%; Cycloheximide cs: -7; LmPK inh: 2%; Pf growth 48h: 10%; Shiga toxin inh: 6; HCV inhibitor: -2%

What do the screens show for `CCOc1ccc(N2CC(C(=O)N3CCN(c4ccccn4)CC3)CC2=O)cc1` (stereo unspecified)?
Pf growth 96h: inconclusive; TbPYK inhibitor: -6%; Pf growth 48h: -1%; HCV inhibitor: 5%

How did CCCSc1nc2ccsc2c(=O)n1CC do in these assays?
Pf growth 96h: 42%[activator]; TbPYK inhibitor: 1%; Cycloheximide cs: 11; LmPK inh: -1%; Pf growth 48h: 62%[activator]; Shiga toxin inh: 2; HCV inhibitor: -15%

What do the screens show for `CC(NC(=O)Nc1cccc(Cl)c1)C(c1cccs1)N1CCCC1` (stereo unspecified)?
Pf growth 96h: 9.3µM*; TbPYK inhibitor: 6%; Cycloheximide cs: 0; LmPK inh: 4%; Pf growth 48h: inconclusive; Shiga toxin inh: -11; HCV inhibitor: 3%

What do the screens show for `COc1ccc(N(C(=O)c2cnccn2)C(C(=O)NCc2ccccc2)c2ccc(O)cc2)cc1` (stereo unspecified)?
Pf growth 96h: 19%; TbPYK inhibitor: 2%; Cycloheximide cs: 28*; LmPK inh: -5%; Pf growth 48h: 53%[activator]; Shiga toxin inh: 75*; HCV inhibitor: 12%

Results for O=C(Cc1cccc(C(F)(F)F)c1)N1CCN(CC(=O)N2CCCC2)CC1 ?
Pf growth 96h: inconclusive; TbPYK inhibitor: -9%; Pf growth 48h: 13µM*; HCV inhibitor: 11%

What do the screens show for `CCCOc1ccc(N2C(=O)CC(SC(=N)N3N=C(c4ccccc4)CC3c3ccccc3)C2=O)cc1` (stereo unspecified)?
Pf growth 96h: -22%; TbPYK inhibitor: 0%; Cycloheximide cs: -1; LmPK inh: 5%; Pf growth 48h: 2.3µM*; Shiga toxin inh: -3; HCV inhibitor: inconclusive

Screening data from PubChem BioAssay.
